KCNH2 3.1 inh = qHTS for Inhibitors of KCHN2 3.1: Mutant qHTS; U2OS KCNH2 3.1, thallium flux FluxOr; stronger effect = lower value; activity change, % (tested at about 1.8 µM); 340,000 tested, 0.95% active;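 active means maximum activity change below -70%; inconclusive means maximum activity change from -70% to -50%; inactive means maximum activity change above -50%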;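 further: thallium influx rate constant from kinetic fluorescence after stimulation buffer; on the % scale 0 is the no-effect control and ±100 the full control effect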
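Virally transduced U2OS (3.1 isoform, 4 h infection in dark at RT) → overnight 37 C → FluxOr + Red40 in HBSS/HEPES, 45 min → stimulation buffer, 2 min kinetic read → rate constant vs DMSO controls.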
Gal4-VP16 FLuc = VP16 counterscreen qHTS for inhibitors of ROR gamma transcriptional activity | Potency, µM (titrated, usually from 53.6 µM), without a hit: at the top dose activity, negative = inhibition, hits mostly inhibitors | 310,000 tested, 3.5% active | Drosophila S2 Gal4-VP16 UAS-luciferase, luminescence, 20 h;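 further: Gal4-VP16 expression switched on by copper sulfate through the metallothionein promoter; potency means the concentration at half of the fitted maximal effect; on the % scale 0 is the no-effect control and ±100 the full control effect; nearly all actives have a fitted effect of over 50% in size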
Menin-MLL TR inh = qHTS Assay for Inhibitors Targeting the Menin-MLL Interaction in MLL Related Leukemias: Competition With Texas Red Labeled MLL-derived Mutant Peptide; Potency, µM (series often up to 61.6 µM), without a hit: at the highest dose FP activity change, negative = inhibition, usual class: inhibitors; O00255; 270,000 tested, 0.23% active; Menin + Texas Red MLL mutant peptide, fluorescence polarization; AID 1768, 2009; active means well fitted inhibition curve with a large enough effect in the polarisation, with a control signal flat, not every such curve was filed as active; inconclusive means small, poorly fitted or top-dose-only effect, or effect the other way, or a change in a side signal; inactive means no such curve, though single readings can be large or run the other way; the % refers to the polarisation; further: potency means the concentration at half of the fitted maximal effect; % of control where 0% means no effect; many of its hits are not listed in these tables
Target sequence (O00255 whole entry, looked up): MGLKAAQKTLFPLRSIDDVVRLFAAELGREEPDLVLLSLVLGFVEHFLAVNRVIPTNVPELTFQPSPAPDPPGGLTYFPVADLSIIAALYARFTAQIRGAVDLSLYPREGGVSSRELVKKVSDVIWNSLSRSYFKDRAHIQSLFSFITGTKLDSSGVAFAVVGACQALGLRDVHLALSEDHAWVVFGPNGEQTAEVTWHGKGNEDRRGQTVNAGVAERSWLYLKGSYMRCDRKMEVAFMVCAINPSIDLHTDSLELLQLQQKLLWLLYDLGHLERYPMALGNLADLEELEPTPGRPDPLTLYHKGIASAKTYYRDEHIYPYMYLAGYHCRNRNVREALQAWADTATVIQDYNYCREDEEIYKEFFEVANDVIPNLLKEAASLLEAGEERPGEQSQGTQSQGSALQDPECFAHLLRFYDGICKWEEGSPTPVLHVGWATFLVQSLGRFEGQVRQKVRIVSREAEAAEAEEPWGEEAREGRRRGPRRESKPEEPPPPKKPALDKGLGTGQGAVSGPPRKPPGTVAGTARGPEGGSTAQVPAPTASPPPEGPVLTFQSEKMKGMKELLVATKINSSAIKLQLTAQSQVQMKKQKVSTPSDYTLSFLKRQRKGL
FLuc counter = qHTS profiling assay for firefly luciferase inhibitor/activator using purifed enzyme and Km concentrations of substrates (counterscreen for miR-21 project); AID 588342, 2011; Potency, µM (doses to about 57.5 µM), inactives show at the top dose activity change, negative = inhibition, usual class: inhibitors; 360,000 tested, 6.9% active; purified FLuc, Km substrates, luminescence inhibition;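 further: potency means the concentration at half of the fitted maximal effect; plate controls were vehicle for no effect and reference inhibitor for full effect; nearly all actives have a fitted effect of over 55% in size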
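Purified P. pyralis luciferase, 10 nM final, with Km-level 10 uM D-luciferin and 10 uM ATP in 50 mM Tris acetate pH 7.5, 10 mM Mg acetate, 0.01% Tween-20, 0.05% BSA; 6-point qHTS titration about 60 µM downward; luminescence read.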
ELG1 repair inh = qHTS screen for small molecules that inhibit ELG1-dependent DNA repair in human embryonic kidney (HEK293T) cells expressing luciferase-tagged ELG1; HEK293T ELG1-luciferase reporter, luminescence, 16 h; DNA damage induced by 5-fluorouridine; AID 504467, 2011; Potency, µM (series often up to 46.1 µM), for the others: at the highest dose activity change, negative = inhibition, actives largely listed as inhibitors; 330,000 tested, 2.3% active; further: potency means the concentration at half of the fitted maximal effect; on the % scale 0 is the no-effect control and ±100 the full control effect; nearly all actives have a fitted effect of over 55% in size
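Cells (2,000 per well) received 5-fluorouridine plus test compound or DMSO and were incubated 16 hr at 37 °C, 5% CO2. Luciferase activity was read by luminescence 30 min after ONE-Glo addition; signal suppression marked inhibition of damage-induced ELG1 function.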
PKM2 activator = qHTS Assay for Activators of Human Muscle isoform 2 Pyruvate Kinase; Pyruvate kinase PKM (Homo sapiens), P14618; purified PKM2, Kinase-Glo ATP luminescence, activation; response scale: 0% is enzyme alone, no compound; Potency, µM (titrated, usually from 57.5 µM), for inactives: top-dose activation, usual class: activators; 260,000 tested, 0.34% active; AID 1631, 2009; further: potency means the concentration at half of the fitted maximal effect; on the % scale 0 is the no-effect control and ±100 the full control effect; nearly all actives have a fitted effect of over 55% in size
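Purified hPK-M2 (>95%) run at intermediate activity with 0.1 mM ADP and 0.5 mM PEP in 50 mM imidazole pH 7.2, KCl, MgCl2; 1 h room temperature. ATP formed read by Kinase-Glo luminescence; normalized to uninhibited and no-enzyme controls.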
Mito fusion act = qHTS Assay for Small Molecule Inhibitors of Mitochondrial Division or Activators of Mitochondrial Fusion | S. cerevisiae fusion-defective mutant growth rescue, CellTiterGlo 48 h | Potency, µM (series often up to 46.1 µM), for the others: top-dose growth rescue (activation), usual class: activators | 320,000 tested, 0.23% active | AID 485298, 2010;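 further: potency means the concentration at half of the fitted maximal effect; % of control where 0% means no effect; nearly all actives have a fitted effect of over 45% in size; temperature-sensitive fusion mutants such as fzo1-1 at 37 °C on non-fermentable ethanol glycerol medium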
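Compounds are tested for their ability to restore growth of mitochondrial fusion-defective yeast strains at non-permissive 37C in YPEG medium over 48 hours. Viability is quantified by luciferase luminescence.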
MBNL1-CUG inh = qHTS Assay for Inhibitors of MBNL1-poly(CUG) RNA binding; Muscleblind-like protein 1 (Homo sapiens), Q9NR56; TR-FRET MBNL1-His/biotin-(CUG)12 binding, 665/545 ratio; Potency, µM (top dose mostly 57.5 µM), without a hit: top-dose activity change, negative = inhibition, most hits filed as inhibitors; 280,000 tested, 0.036% active; AID 2675, 2010; active means well fitted inhibition curve with a large enough effect in the signal ratio, with a control signal flat, not every such curve was filed as active; inconclusive means small, poorly fitted or top-dose-only effect, or effect the other way, or a change in a side signal; inactive means no such curve, though single readings can be large or run the other way; the % refers to the signal ratio; further: potency means the concentration at half of the fitted maximal effect; on the % scale 0 is the no-effect control and ±100 the full control effect
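His-tagged MBNL1 binding to biotinylated (CUG)12 RNA was measured by TR-FRET using terbium anti-His antibody (0.055 ng/ul final) and streptavidin-XL665 (5 nM final). Compounds were titrated 92 nM to 58 uM; 60 min at room temperature.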
RORgamma inh = qHTS for inhibitors of ROR gamma transcriptional activity. Nuclear receptor ROR-gamma (Mus musculus), P51450. Drosophila S2 Gal4-RORgamma UAS-luciferase reporter, 20 h. Potency, µM (series often up to 53.6 µM), for inactives: at the highest dose activity change, negative = inhibition, hits mostly inhibitors. 310,000 tested, 5.4% active; further: potency means the concentration at half of the fitted maximal effect; on the % scale 0 is the no-effect control and ±100 the full control effect; nearly all actives have a fitted effect of over 60% in size
Target sequence (P51450 whole entry, looked up, the tested form may be a part): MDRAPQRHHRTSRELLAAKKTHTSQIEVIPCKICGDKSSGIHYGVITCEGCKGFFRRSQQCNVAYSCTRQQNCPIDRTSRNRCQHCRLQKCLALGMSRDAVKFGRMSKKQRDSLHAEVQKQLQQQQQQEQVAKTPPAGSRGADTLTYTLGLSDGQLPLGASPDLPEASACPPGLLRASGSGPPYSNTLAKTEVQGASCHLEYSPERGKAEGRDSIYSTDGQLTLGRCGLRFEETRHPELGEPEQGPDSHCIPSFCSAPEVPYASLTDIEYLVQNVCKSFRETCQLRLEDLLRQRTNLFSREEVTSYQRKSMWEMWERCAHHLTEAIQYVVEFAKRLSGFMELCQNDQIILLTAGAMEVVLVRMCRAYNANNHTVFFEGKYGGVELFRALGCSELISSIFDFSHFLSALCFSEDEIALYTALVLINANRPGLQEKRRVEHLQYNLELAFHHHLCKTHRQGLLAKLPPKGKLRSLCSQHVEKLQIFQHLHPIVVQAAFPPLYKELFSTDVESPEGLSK
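Luminescence from a UAS-regulated Photinus luciferase reporter in stably transfected Drosophila Schneider cells is measured; decreased signal marks ROR gamma inhibition. Fusion expression is induced by 700 uM copper sulfate for 20 hr.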
Rab9 promoter act = qHTS Assay for Rab9 Promoter Activators; Huh7 Rab9 promoter-luciferase reporter, luminescence, 24 h; Potency, µM (top dose mostly 9.22 µM), without a hit: at the top dose activation, negative = inhibition, hits mostly activators; 320,000 tested, 2.8% active; AID 485297, 2010; further: potency means the concentration at half of the fitted maximal effect; % of control where 0% means no effect; nearly all actives have a fitted effect of over 60% in size
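Rab9 promoter-driven luciferase in stably transfected Huh7 cells; 1500 cells/well rested 2 h, exposed to compound in DMSO for 24 h at 37 °C, 5% CO2. Luminescence read 10 min after adding luciferase reagent at ambient temperature.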
NPC1 prom act = qHTS Assay for NPC1 Promoter Activators. Huh7 NPC1 promoter luciferase reporter, 24 h. Potency, µM (series often up to 9.22 µM), without a hit: at the top dose activation, hits mostly activators. 320,000 tested, 2.4% active;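 further: potency means the concentration at half of the fitted maximal effect; % of control where 0% means no effect; nearly all actives have a fitted effect of over 60% in size; reporter is driven by a mutant NPC1 promoter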
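Readout is luciferase luminescence, reflecting NPC1 promoter activation in stably transfected Huh7 cells after 24 h compound exposure at 37 °C in reduced-serum medium with 10% FBS.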
* marks the source's active call; other numbers are inactive results; ? = inconclusive; / = not tested or not shown; [ ] = another dose, or the depositor's remark. Unless noted, the call rests on the fitted dose curve; in most records, active means well fitted curve in the direction sought with a large enough effect; inconclusive means small, poorly fitted or top-dose-only effect, or another doubt; inactive means no such curve, though single readings can be large; an effect the other way counts as inactive or inconclusive. An excerpt. The share of hits here may be higher or lower than overall.

SMILES	KCNH2 3.1 inh	Gal4-VP16 FLuc	Menin-MLL TR inh	FLuc counter	ELG1 repair inh	PKM2 activator	Mito fusion act	MBNL1-CUG inh	RORgamma inh	Rab9 promoter act	NPC1 prom act
COc1cc(S(=O)(=O)NCCCN2CCOCC2)ccc1Cl	-4	9%	/	5%	1%	-1%	-1%	-3%	13%	-2%	-2%
Cc1cc(NC(=O)c2cccc(S(=O)(=O)N3CCCCCC3)c2)n(-c2ccccn2)n1	-3	-6%	6%	9%	-9%	0%	-2%	2%	14%	-3%	-5%
Cc1ccc(-n2c(C)nnc2SCC(=O)NC2CC2)cc1	6	2%	/	-5%	29%	-5%	6%	-14%	-8%	11%	-13%
CCCCC1OC23CCCCC2C(C#N)(C#N)C1(C#N)C(=N)O3 (stereo unspecified)	-3	-25%	?	1%	2%	5%	-1%	?	-3%	-9%	0%
Cc1ccc(O)c(/C=N/NC(=O)CN2CCCC2)c1	-8	?	20%	0%	-6%	-1%	1%	6%	13µM*	1%	-2%
CC(C)CN(C(=O)c1ccc(N2CCCC2=O)cc1)c1c(N)n(Cc2ccccc2)c(=O)[nH]c1=O	11	/	/	1%	15%	/	-8%	/	/	-3%	-3%
Cc1nc2ccccc2c2c1C(=O)N(CCC1=CCCCC1)C2=O	/	0%	-4%	-1%	4%	-2%	28%	24%	-34%	3%	11%
CNC(=S)N/N=C(\C)c1ccc(C)c(C)c1	18	5µM*	-8%	-8%	?	-1%	-6%	/	1.8µM*	-1%	-1%
CC(=O)c1c(C)[nH]c(C(=O)Nc2ccccn2)c1C	-15	-20%	/	9.5µM*	?	1%	1%	-1%	?	3.2µM*	1.3µM*
CCN(CC)C(=O)NC(c1ccc(C)c(F)c1)C(Cl)(Cl)Cl (stereo unspecified)	1	2%	?	0%	-12%	-6%	5%	/	-4%[10 µM]	-20%	-2%
COc1ccccc1C(=O)NCC(=O)OCc1csc(-c2ccccc2)n1	-7	-2%	-1%	-14%	?	-10%	11%	-4%	30%	11%	1%
N#Cc1ccccc1NC(=O)CSc1ccc([N+](=O)[O-])cn1	7	-6%	-15%	-1%	0%	4%	8%	21%	0%	12%	-3%
Fc1cccc(Nc2nc(-c3ccncc3)nc3ccccc23)c1	/	-9%	2%	0%	?	0%	-7%	/	21%	1%	-8%
CCCN(CC1CC1)C(=O)COC(=O)c1ccc2c(c1)C(=O)N(c1ccc(OCC)cc1)C2=O	17	-7%	?	5%	-9%	-1%	-5%	?	-1%	-1%	-2%
COCCCn1c(=O)c2ccccc2n(CC(=O)N2CCCc3ccccc32)c1=O	-5	2%	-23%	-1%	-5%	-5%	14%	0%	-5%	-6%	2%
Cn1c(N)c(S(=O)(=O)NCc2ccc(F)cc2)c(=O)n(C)c1=O	3	0%	/	-1%	-7%	-6%	0%	2%	-21%	2%	-1%
Cc1cc(N/N=C(/CCC(=O)O)C(=O)O)nc2ccccc12	5	4%	0%	-3%	9%	-12%	-7%	/	-30%	2%	0%
CC(C)CCOP(=O)(c1ccccc1)c1ccccc1	0	-13%	-15%	5%	0%	0%	3%	-11%	14%	-2%	-7%
CCN(CCCNC(=O)c1ccc2c(c1)NC(=O)CN2C)c1cccc(C)c1	-10	13%	/	-1%	-14%	/	2%	2%	9%	-10%	-9%
Brc1ccc(-c2ncc3ccccn23)cc1	9	9%	/	13µM*	?	2%	-7%	?	-42%	3.2µM*	3.2µM*
COCCn1c(C)cc(C(=O)COc2nc3ccccc3nc2C)c1C	-1	?	7%	-16%	23µM*	-2%	-4%	13%	31%	-6%	-8%
Cc1ccc(S(=O)(=O)N2CCOCC2)cc1C(=O)OCC(=O)NC1CCCCC1	6	/	/	-2%	-12%	/	13%	/	/	1%	2%
Cn1nc(C(=O)Nc2ccc3c(c2)OCO3)c2ccccc2c1=O	5	26%	26%	1%	-1%	-13%	0%	7%	2%	3%	3%
O=C(NCC1CCCO1)Nc1cc(Cl)cc(Cl)c1 (stereo unspecified)	1	-3%	30%	-22%	-4%	0%	4%	-3%	15%	-5%	-4%
CCC(C)(C)c1ccc(OCCCC[n+]2cccc(C)c2C)c(C(C)(C)CC)c1	-12	11µM*	/	1%	2.6µM*	0%	-17%	/	?	-30%[inhibitor]	-30%
COc1cc(OC)cc(C(=O)NC(C)c2ccc(Br)cc2)c1 (stereo unspecified)	/	-6%	17%	3%	?	6%	2%	-8%	-29%	-8%	-3%
CC1CN(S(=O)(=O)c2ccc(NC(=O)c3ccco3)cc2)CC(C)O1 (stereo unspecified)	-5	-5%	2%	-3%	?	-8%	5%	4%	8%	5%	-2%
Cc1ccc(S(=O)(=O)N(CC(=O)N2CCOCC2)CC(=O)N2CCOCC2)cc1	-28	-7%	-16%	8%	12%	4%	5%	-7%	8%	-2%	-10%
CC(=O)NC(CC(=O)N(C)C1CCCCC1)c1ccccc1 (stereo unspecified)	11	-1%	-2%	1%	-5%	0%	7%	4%	18%	2%	-5%
CN(Cc1ccncn1)C(=O)C1CCC(=O)N(Cc2cccc(C(F)(F)F)c2)C1 (stereo unspecified)	-11	2%	-10%	-3%	6%	1%	2%	-2%	15%	0%	-3%
CON1C(=O)C(=O)N(OC)C(C)(C)C1(C)C	5	?	6%	0%	8%	2%	-6%	-3%	-1%	-4%	1%
CNC(=O)CSc1nnnn1-c1ccc(C)cc1C	5	-4%	0%	0%	28%	4%	1%	-5%	10%	9%	0%
O=c1c2ccccc2nc(SCc2nnc(-c3ccccc3)o2)n1-c1ccccc1	8	-6%	-10%	1%	2%	-2%	1%	4%	-7%	1%	-3%
COC(=O)NC1CCC(CC2CCC(NC(=O)OC)CC2)CC1 (stereo unspecified)	16	-15%	-23%	7%	-6%	10%	-1%	-8%	32%	-1%	-7%
O=C(COC(=O)CSc1ccc([N+](=O)[O-])cc1)NC1CCCCCCC1	-18	/	/	3%	?	/	1%	/	/	2%	1%
CC1(C)CC(=O)C/C(=N\NC(=O)c2cccs2)C1	2	6%	-2%	?	8%	-2%	-5%	12%	-29%	-3%	-4%
COC(=O)c1ccccc1NC(=O)N1c2ccccc2Sc2ccccc21	-15	-27%	9%	1%	-6%	3%	24%	/	7%[10 µM]	-4%	-6%
O=C1CS/C(=N\NC(=O)c2ccccc2)N1	8	16µM*	/	-3%	1%	2%	0%	-5%	2.8µM*	0%	-7%
CC(OC(=O)c1ccc(Cl)nc1)C(=O)NCc1ccc2c(c1)OCO2 (stereo unspecified)	8	/	/	2%	2%	/	-5%	/	/	-1%	0%
CCn1c(COc2ccccc2)nnc1SCC(=O)Nc1ccc(N2CCOCC2)cc1	0	0%	?	?	1%	/	-4%	-1%	-8%	-3%	-14%
COC(=O)C1=C(C)N(C)C(=O)NC1c1ccc(O)c(OC)c1 (stereo unspecified)	16	-16%	7%	0%	25%	-13%	1%	-11%	?	-3%	2%
c1ccc2c(Cn3ccnc3)cccc2c1	-6	/	-8%	-3%	6%	5%	-8%	0%	/	0%	0%
CCOC(=O)c1cnc2sccn2c1=O	-5	-11%	3%	0%	13%	-3%	2%	-5%	0%	0%	-1%
CC(=O)OCCN1CCN(C(=O)CN2C(=O)NC(c3ccccc3)(c3ccccc3)C2=O)CC1	9	-1%	-8%	-1%	9%	7%[11.5 µM]	1%	-8%	11%	0%	2%
CCOC(=O)Nc1ccc2c(CNC(C)c3ccccc3OC)cc(=O)oc2c1 (stereo unspecified)	14	-14%	-14%	2%	3%	0%	-2%	-7%	-9%	-9%	-1%
COc1ccc(Cc2nnc(NC(=O)C3CC(=O)N(CCc4ccc(F)cc4)C3)s2)cc1OC (stereo unspecified)	-2	-5%	-23%	-1%	?	-6%	-3%	0%	?	-2%	2%
